Assay outcomes from PubChem.
RXFP1 antagonist – antagonists of human relaxin receptor RXFP1; HEK293-RXFP1, relaxin-stimulated cAMP HTRF, 30 min; active compounds read low; hit rate 0.59% among 350,000; AID 1259400; Q9HBX9; activity change, negative = inhibition, % at 57.5 µM;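 active means activity change of -60% or lower, but not beyond a set lower limit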
Target sequence (Q9HBX9 whole entry, looked up): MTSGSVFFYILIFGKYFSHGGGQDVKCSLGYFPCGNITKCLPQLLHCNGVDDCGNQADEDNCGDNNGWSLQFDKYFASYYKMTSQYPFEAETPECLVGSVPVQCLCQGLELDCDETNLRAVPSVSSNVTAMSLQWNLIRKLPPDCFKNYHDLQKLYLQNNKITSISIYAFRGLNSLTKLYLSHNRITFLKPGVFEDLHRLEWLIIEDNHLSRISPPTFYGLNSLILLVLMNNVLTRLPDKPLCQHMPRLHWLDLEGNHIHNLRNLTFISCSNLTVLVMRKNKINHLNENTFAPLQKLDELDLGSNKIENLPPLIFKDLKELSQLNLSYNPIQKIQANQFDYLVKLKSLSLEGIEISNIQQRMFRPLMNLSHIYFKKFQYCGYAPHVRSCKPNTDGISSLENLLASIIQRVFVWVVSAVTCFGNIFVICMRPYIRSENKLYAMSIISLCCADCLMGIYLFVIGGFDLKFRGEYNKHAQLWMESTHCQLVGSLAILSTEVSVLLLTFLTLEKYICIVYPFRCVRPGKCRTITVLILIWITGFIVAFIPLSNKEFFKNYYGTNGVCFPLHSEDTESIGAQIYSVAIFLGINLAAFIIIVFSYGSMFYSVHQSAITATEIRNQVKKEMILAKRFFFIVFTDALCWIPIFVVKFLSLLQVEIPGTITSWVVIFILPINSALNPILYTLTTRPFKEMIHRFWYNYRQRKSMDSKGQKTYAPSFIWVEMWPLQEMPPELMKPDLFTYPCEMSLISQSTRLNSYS
Starred values were filed as active, the others as inactive. On the % scale 0 is the no-effect control and ±100 the full control effect.

cpd	RXFP1 antagonist	Molecule
1	-6	COc1ccc(C(=O)OCC(=O)Nc2cccc(S(=O)(=O)NC3=NCCCCC3)c2)cc1[N+](=O)[O-]
2	-5	COc1ccc(C=NNC(=O)NN=Cc2ccc(OC)c(OC)c2)cc1OC
3	7	C[C@@H]1CCCCO[C@H](CN(C)C(=O)Nc2ccc3c(c2)OCO3)[C@H](C)CN([C@@H](C)CO)C(=O)c2cc(NS(=O)(=O)c3ccc(Cl)cc3)ccc2O1
4	-19	CN(Cc1cc(Cl)cc(Cl)c1O)Cc1c(O)ccc2ccccc12
5	6	C[C@@H]1c2ccccc2N2C[C@H](Cc3ccc(C(=O)c4ccccc4)cc3)C[C@@H]12
6	1	O=c1c2ccccc2ncn1-c1cccc([N+](=O)[O-])c1
7	4	Cc1cccnc1Oc1ncccc1N
8	12	COCCNC(=O)c1ccccc1N(Cc1ccccc1)S(=O)(=O)c1ccccc1
9	-12	CC(=O)c1c(C)[nH]c(C(=O)COC(=O)CN2C(=O)C3CCCCC3C2=O)c1C (configuration not stated)
10	0	Cc1ccc(S(=O)(=O)NCC(=O)OCC(=O)N2CC(C)OC(C)C2)cc1 (configuration not stated)
11	-39	Cc1ccc(Nc2nccc(N(C)c3ccc4c(C)n(C)nc4c3)n2)cc1S(N)(=O)=O
12	4	O=C(O)/C(=C\c1ccc2ccccc2c1)c1cccc2ccccc12
13	-4	CCN(CC)S(=O)(=O)c1cc(NS(=O)(=O)c2cccs2)ccc1C
14	6	COc1ccc(NC(=S)Nc2ccc(F)cc2)c(OC)c1
15	-32	Cc1c(NC(=O)c2cc(-c3ccccc3)nc3ccccc23)c(=O)n(-c2ccccc2)n1C
16	-18	Cc1cccc2c1Sc1ccc(Cl)cc1CC2N1CCNCC1 (configuration not stated)
17	-11	Cc1ccc(S(=O)(=O)N2CCN(C(=O)COC(=O)/C=C/c3ccc(C(F)(F)F)cc3)CC2)c(C)c1
18	-17	CC(C)=N/N=C1/NC(=O)C(c2ccccc2)S1 (configuration not stated)
19	9	Cc1cccc(NC(=O)NNC(=O)c2ccccn2)c1
20	2	Cc1ccc2c(COC(=O)CNS(=O)(=O)c3ccccc3)cc(=O)oc2c1
21	4	CC1=C(C(=O)N2CCOCC2)CC(CC(=O)NCc2ccco2)C(=O)N1Cc1ccc(F)cc1 (configuration not stated)
22	4	COc1ccc(S(=O)(=O)N(C)C[C@H]2OCCCC[C@@H](C)Oc3ccc(N(C)C)cc3C(=O)N([C@H](C)CO)C[C@@H]2C)cc1
23	-3	CC(=O)N(C(C)=O)c1ncn(C)c1S(=O)(=O)Nc1ccccc1
24	1	CN(C(=O)COC(=O)COc1ccc(N(C)S(=O)(=O)c2ccc(Cl)cc2)cc1)c1ccccc1
25	11	O=c1oc2ccccc2c(O)c1Sc1c(O)c2ccccc2oc1=O
26	5	COc1ccc(-c2nc3cc(C)ccn3c2NCC2CCCO2)cc1OC (configuration not stated)
27	5	CC(C)[C@H](NS(=O)(=O)c1ccccc1F)C(=O)NC1CCCCC1
28	10	CC(C)CC(=O)N1CCN(c2ccc([N+](=O)[O-])c(NCc3ccccc3)c2)CC1
29	-9	NC(=S)NN=C1C=CCCC1
30	2	C[C@@H]1CCCCO[C@H](CN(C)C(=O)Cc2ccccc2)[C@@H](C)CN([C@H](C)CO)C(=O)c2cc(N(C)C)ccc2O1
31	-4	CC(=Nc1ccccc1)C1=C(O)C(Cc2ccc(O)cc2)NC1=O (configuration not stated)
32	-16	Cc1ccc(NC(=O)c2ccc([N+](=O)[O-])s2)cc1S(=O)(=O)N1CCOCC1
33	0	Cc1ccc(S(=O)(=O)NCC(=O)NCC(=O)NCCc2ccc(Cl)cc2)cc1C
34	9	C=CCN(Cc1ccc(Cl)s1)C(=O)c1ccc(F)c(S(=O)(=O)N2CCOCC2)c1
35	-4	c1ccc(Cn2nnc3c(NCC4CC4)ncnc32)cc1
36	2	CN(C)C(=S)N=c1ssc(=S)n1Cc1ccccc1
37	11	COC(=O)C(CCC(=O)CN1C(=O)c2ccccc2C1=O)N1C(=O)c2ccccc2C1=O (configuration not stated)
38	0	CC(=O)Oc1ccc(N(C(C)=O)S(=O)(=O)c2ccc(C)cc2)c2ccccc12
39	3	N#Cc1ccccc1S(=O)(=O)N1CCN(C(=O)CN(Cc2ccco2)Cc2cccs2)CC1
40	-4	O=C(NC1(C(F)(F)F)C(=O)Nc2c1c(=O)[nH]c(=O)n2-c1ccccc1)c1ccncc1 (configuration not stated)
41	4	C[C@@H]1CN([C@H](C)CO)S(=O)(=O)c2ccc(Br)cc2O[C@H]1CN(C)C(=O)Nc1cccc(F)c1
42	6	CC(C)n1c(=O)nc(-c2ccccc2)c2cc3c(cc21)OCO3
43	-3	O=C(/C=C/c1cccc(F)c1)OCC(=O)N1CCc2ccccc21
44	-1	CCN1C(=O)[C@H]2[C@@H](c3ccc(C(F)(F)F)cc3)N[C@]3(CCCN(Cc4ccc(C)cc4)C3=O)[C@H]2C1=O
45	2	Cc1cc(C(=O)N2CCCC(Nc3ccc(C)c(C)c3)C2)nc(C)n1 (configuration not stated)
46	-2	O=C(CN1C(=O)c2ccccc2S1(=O)=O)Nc1cccc(S(=O)(=O)N2CCCCC2)c1
47	6	Cc1nc(SCC(=O)NCc2ccc3c(c2)OCO3)nc(C)c1C
48	-7	CCC1NC(=O)c2ccccc2N1c1cccc(Cl)c1 (configuration not stated)
49	3	Cc1ccc(C)c(N2N=C(C(=O)OCc3nnc(-c4ccccc4Br)o3)CCC2=O)c1
50	-9	O=C(c1cc(Cl)ccc1O)N1CCN(S(=O)(=O)Cc2ccccc2)CC1

The results go on:
cpd	RXFP1 antagonist	Molecule
51	3	CCC/C=C/c1ccc(CN2C(CC(C)C)C(=O)N(Cc3cn(CCOCOC)nn3)CCS2(=O)=O)cc1 (configuration not stated)
52	1	CCN(C(=O)COC(=O)CNC(=O)c1ccc2ccccc2c1)c1c(N)n(Cc2ccccc2)c(=O)[nH]c1=O
53	3	COc1ccc(CCNC(=O)CSc2nc3ccsc3c(=O)n2Cc2ccccn2)cc1OC
54	-12	CCC(=O)N(c1nnc(SCC(=O)Nc2sccc2C(N)=O)s1)C1CC1
55	-6	O=C(CSc1n[nH]c(=O)[nH]c1=O)Nc1c(Cl)cc(Cl)cc1Cl
56	-8	CC(=O)Nc1ccccc1-c1ccccc1[N+](=O)[O-]
57	-12	O=C(Nc1ccccc1)NC1CCCCCCC1
58	-4	Cc1cc(C)c2c(=O)n3c(nc2c1)C(Cc1ccc(O)cc1)NC(=O)c1cccnc1-3 (configuration not stated)
59	9	CCN1CCN(c2ccc(NC(=O)CC3OC(=O)c4ccccc43)cc2C)CC1 (configuration not stated)
60	-4	C[C@H]1CN([C@@H](C)CO)S(=O)(=O)c2ccc(C3=CCCC3)cc2O[C@@H]1CN(C)C(=O)C1CCCCC1
61	9	CC12CCCC(=O)C1CCC(=Cc1ccco1)C2=O (configuration not stated)
62	5	CCOc1ccc2c(c1)C(=NNC(=O)c1ccccn1)c1cc(OCC)ccc1-2
63	4	Cc1cc(NC(=O)CSCC(=O)NC(C)c2ccccc2)no1 (configuration not stated)
64	-12	CCOc1cc(N2CCOCC2)c(OCC)cc1NC(=O)c1ccc(OC)c(S(=O)(=O)N2CCOCC2)c1
65	20	c1nc(NCC2CCCO2)c2[nH]cnc2n1 (configuration not stated)
66	2	CCOc1ccc(-c2cccc(NS(=O)(=O)c3cccc([N+](=O)[O-])c3)c2)nn1
67	-1	O=C1CN(CCN2CC(=O)N(Cc3ccccc3)C(=O)C2)CC(=O)N1Cc1ccccc1
68	-8	CCC(Sc1ncccc1Nc1ccccn1)C(=O)O (configuration not stated)
69	-3	O=C(NCC(=O)N(Cc1ccco1)C(C(=O)NC1CCCC1)c1cccnc1)c1ccco1 (configuration not stated)
70	-15	Cc1ccc(S(=O)(=O)N(OCc2ccccc2)C(C)C(=O)O)cc1 (configuration not stated)
71	-9	Clc1ccc2c(NCCNC3CCCCC3)ccnc2c1
72	10	CCOc1ncccc1C(=O)Nc1ccccc1N1CCOCC1
73	-4	COc1ccccc1NS(=O)(=O)c1ccc(C(=O)NCC(c2ccc(F)cc2)N2CCOCC2)cc1 (configuration not stated)
74	-7	CCCCSc1nc2c([nH]1)c(=S)n(C)c(=O)n2C
75	1	CC1CCN(C(=O)Cn2cc(S(=O)(=O)CC(=O)N3CCOCC3)c3ccccc32)CC1

Sorted by count of non-hydrogen atoms (high to low): four of the compounds above
cpd	RXFP1 antagonist	Molecule
64	-12	CCOc1cc(N2CCOCC2)c(OCC)cc1NC(=O)c1ccc(OC)c(S(=O)(=O)N2CCOCC2)c1
53	3	COc1ccc(CCNC(=O)CSc2nc3ccsc3c(=O)n2Cc2ccccn2)cc1OC
75	1	CC1CCN(C(=O)Cn2cc(S(=O)(=O)CC(=O)N3CCOCC3)c3ccccc32)CC1
74	-7	CCCCSc1nc2c([nH]1)c(=S)n(C)c(=O)n2C

The listing continues.
cpd	RXFP1 antagonist	Molecule
76	-1	COc1ccccc1-c1nnc(NC(=O)CCS(=O)(=O)c2ccc(F)cc2)o1
77	-6	COC(=O)c1ccccc1S(=O)(=O)NNC(=O)C12CC3CC(CC(C3)C1)C2
78	-7	COC(=O)c1ccc(-n2c(C)cc(C(=O)COC(=O)C3=COCCO3)c2C)cc1
79	-8	Cn1c(=O)oc2cc(S(=O)(=O)N3CCN(C(=O)c4ccco4)CC3)ccc21
80	-5	CCCCCCN1C[C@@H](n2cc(COC(=O)c3ccccc3)nn2)[C@H](O)C[C@@H]1c1ccc(Cl)cc1
81	4	CC(C)NC(=O)C1CC(=O)N(CCc2ccc(F)cc2)C1 (configuration not stated)
82	6	COC(=O)c1ccc(CNC(=O)COC(=O)/C=C/c2cccc(OC)c2)cc1
83	-1	CN(CC(=O)Nc1cccc(S(=O)(=O)N2CCCC2)c1)Cc1ccccc1
84	6	O=C(CCCN1C(=O)c2cccc3cccc(c23)C1=O)OCC(=O)N1CCCCC1
85	-3	Cc1ccccc1OCCn1cc(C(=S)N2CCCC2)c2ccccc21
86	3	COc1ccc(OC)c2cc3ccccc3cc12
87	-15	COc1ccc2nc3ccccc3[n+]([O-])c2c1
88	-3	O=C(Nc1ccc(S(=O)(=O)N2CCCC2)cc1)c1ccc(F)cc1
89	-17	C=CCOc1ccc(C=CC(=O)c2c(O)c(OC)c(OC)c(OC)c2OC)cc1
90	14	CCC1NC(=O)c2cccnc2-n2c1nc1ccc(C)cc1c2=O (configuration not stated)
91	6	CCN1C(=O)[C@H]2[C@@H](c3ccc(C)cc3)N[C@]3(CCCN(CCC(C)C)C3=O)[C@H]2C1=O
92	3	CCN(CC(=O)NCc1ccc(F)cc1)CC(=O)Nc1ccc(Br)cc1F
93	5	CC1(C)COC(c2ccc3c(c2)OCO3)OC1
94	-10	O=C(Nc1cc(Cl)ccc1Cl)N1CCN(C(=O)Nc2cc(Cl)ccc2Cl)CC1
95	-5	COc1cc(C(=O)N2CCN(S(=O)(=O)c3ccc(Cl)cc3)CC2)ccc1OCC(=O)N1CCOCC1
96	-5	CC(=NNC(=O)c1cccs1)c1ccc2c(c1)OCCO2
97	-2	CCCCN1C(=O)C(CC(=O)NCCCCc2ccccc2)CC(C(=O)N(C(C)C)C(C)C)=C1C (configuration not stated)
98	3	COc1cc(/C=C/c2nc3ccccc3c(=O)[nH]2)ccc1O
99	7	CCN(CC)CCCN1C(=O)C(=O)/C(=C(/O)c2c(C)nc3ccccn23)C1c1ccc(C)o1 (configuration not stated)
100	-21	COc1ccc(-c2cnc3c(c2)C(=O)N([C@H](C)CO)C[C@@H](C)[C@H](CN(C)Cc2ccccc2)O3)cc1

Values in list order from the entries so far:
Entries 12 to 22 in RXFP1 antagonist read 4, -4, 6, -32, -18, -11, -17, 9, 2, 4, 4

Molecules shown so far that contain a CF3 group (3):
cpd	RXFP1 antagonist	Molecule
17	-11	Cc1ccc(S(=O)(=O)N2CCN(C(=O)COC(=O)/C=C/c3ccc(C(F)(F)F)cc3)CC2)c(C)c1
40	-4	O=C(NC1(C(F)(F)F)C(=O)Nc2c1c(=O)[nH]c(=O)n2-c1ccccc1)c1ccncc1 (configuration not stated)
44	-1	CCN1C(=O)[C@H]2[C@@H](c3ccc(C(F)(F)F)cc3)N[C@]3(CCCN(Cc4ccc(C)cc4)C3=O)[C@H]2C1=O

Next section
cpd	RXFP1 antagonist	Molecule
101	-2	COc1cccc(C2=NN(C(=O)C3CC3)C(O)(C(F)(F)F)C2)c1 (configuration not stated)
102	-12	O=C(CN1C(=O)NC2(CCCc3ccccc32)C1=O)NCCc1ccc(F)cc1 (configuration not stated)
103	4	COc1ccccc1C(=O)NC(=O)CSc1nnc2ccccn12
104	-2	CCOC(=O)Cc1csc(NC(=O)c2c(C)noc2C)n1
105	9	COc1ccc(-c2nnc(N)s2)cc1OC
106	-17	CCOC(=O)c1cc(-c2ccccc2)nc2c(O)cccc12
107	4	CCOC(=O)C1(C(=O)OCC)NC(=O)CC1C (configuration not stated)
108	-25	O=C(O)c1cccc(C(=O)c2cccc3ccccc23)c1
109	-3	COc1ccc(NC(=O)c2ccncc2)cc1S(=O)(=O)N1CCCCC1
110	16	C[C@H]1CN([C@@H](C)CO)C(=O)c2cc(-c3cccnc3)cnc2O[C@H]1CN(C)Cc1ccc(Oc2ccccc2)cc1
111	4	Nc1nc(N)nc(-c2ccc([N+](=O)[O-])o2)n1
112	6	Cc1noc(NS(=O)(=O)c2ccc(NC(=O)c3ccccc3NS(=O)(=O)c3ccc(F)cc3)cc2)c1C
113	-5	Cc1nn2c(=O)[nH]cnc2c1Cl
114	1	CC1CCCC(NC(=O)c2cccc(S(=O)(=O)N3CCOCC3)c2)C1C (configuration not stated)
115	-7	O=C(COC(=O)CSc1ccccc1)Nc1ccc(F)cc1F
116	-6	COc1ccc(C2=NN(CCC(=O)NC3CCCCC3C)C(=O)CC2)cc1 (configuration not stated)
117	0	O=C(/C=C/c1ccco1)OCC(=O)N1CCCCC1
118	12	Cc1cc(C)nc(NC2=N[C@@H]3CCCC[C@H]3N2C(=O)Nc2cc(Cl)cc(Cl)c2)n1

Reformatted: entries from further up.
109: COc1ccc(NC(=O)c2ccncc2)cc1S(=O)(=O)N1CCCCC1
- RXFP1 antagonist = -3
110: C[C@H]1CN([C@@H](C)CO)C(=O)c2cc(-c3cccnc3)cnc2O[C@H]1CN(C)Cc1ccc(Oc2ccccc2)cc1
- RXFP1 antagonist = 16
111: Nc1nc(N)nc(-c2ccc([N+](=O)[O-])o2)n1
- RXFP1 antagonist = 4
112: Cc1noc(NS(=O)(=O)c2ccc(NC(=O)c3ccccc3NS(=O)(=O)c3ccc(F)cc3)cc2)c1C
- RXFP1 antagonist = 6

An excerpt (hit frequency here may not be typical).
